RXFP1 antagonist: qHTS Assay for Antagonists of the Relaxin Receptor RXFP1; HEK293-RXFP1, relaxin-stimulated cAMP HTRF, 30 min; active compounds read low; activity change, negative = inhibition, % at 57.5 µM; hit rate 0.59% among 350,000;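 active = activity change of -60% or lower, but not beyond a set lower limit; inconclusive = change between -60% and -40%, or beyond the set limit; inactive = change above -40%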; note: % is set by controls: 0 for no effect and ±100 for the full control effect
D1 antagonist: Antagonist of Human D 1 Dopamine Receptor: qHTS. HEK293 TREx D1 cells, calcium flux, dopamine EC80; active compounds read low. hit rate 3.2% among 360,000. D(1A) dopamine receptor (Homo sapiens), P21728. AID 504652, 2011. activity change, negative = inhibition, % at 10 µM; in the data active = activity change below about -30%; note: % is set by controls: 0 for no effect and ±100 for the full control effect
Target sequence (P21728 whole entry, looked up): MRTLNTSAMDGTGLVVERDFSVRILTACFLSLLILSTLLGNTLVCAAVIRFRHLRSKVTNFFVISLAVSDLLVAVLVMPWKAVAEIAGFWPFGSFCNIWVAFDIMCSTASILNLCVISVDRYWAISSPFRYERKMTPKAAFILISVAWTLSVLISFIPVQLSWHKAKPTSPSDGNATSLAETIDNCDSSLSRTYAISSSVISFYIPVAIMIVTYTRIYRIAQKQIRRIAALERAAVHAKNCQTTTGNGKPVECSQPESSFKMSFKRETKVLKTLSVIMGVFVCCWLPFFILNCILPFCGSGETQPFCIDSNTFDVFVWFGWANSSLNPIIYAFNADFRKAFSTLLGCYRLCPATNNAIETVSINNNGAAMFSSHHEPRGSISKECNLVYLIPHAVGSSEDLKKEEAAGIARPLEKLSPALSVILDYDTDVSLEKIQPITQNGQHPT
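Allosteric or orthosteric antagonism assessed as attenuation of the calcium response to EC80 dopamine, added 180 s after compound, in induced HEK293 Trex D1 cells loaded with no-wash calcium dye.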
D1 agonist: Allosteric Agonists of the Human D1 Dopamine Receptor: qHTS; D(1A) dopamine receptor (Homo sapiens), P21728; HEK293 T-REx D1 cells, calcium flux, agonist mode; activation, % at 2 µM; hit rate 1% among 360,000; AID 504660, 2011; in the data active = activation above about 30%; note: 0% is about no effect
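Inducible HEK293 T-REx D1 cells, force-coupled to calcium signalling, were plated at 4000 cells/well with tetracycline and held overnight at 30 C. After no-wash calcium dye loading, compound-evoked calcium rise over 180 s flagged agonists.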
RXFP1 agonist: qHTS Assay for Agonists of the Relaxin Receptor RXFP1 | Relaxin receptor 1 (Homo sapiens), Q9HBX9 | HEK293T-RXFP1 cAMP TR-FRET, 30 min; response scale: percent of porcine relaxin response, buffer zero | Potency, µM (series often up to 57.5 µM), without a hit: at the highest dose activation, usual class: activators | hit rate 0.3% among 370,000; note: potency is the fitted concentration of half-maximal effect; % is set by controls: 0 for no effect and ±100 for the full control effect; nearly all actives have a fitted effect of over 60% in size; many of its hits are not listed in these tables
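HEK293T cells stably expressing RXFP1 were pretreated with the PDE4 inhibitor Ro 20174, exposed to compounds for 30 min at 37C, lysed, and cAMP was read by TR-FRET. Data normalized to buffer (basal) and 29 nM porcine relaxin (100%).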
D1 potentiator: Potentiators of Human D1 Dopamine Receptor: qHTS. hit rate 0.036% among 360,000. HEK293 TREx D1 cells, calcium flux, dopamine EC20 potentiation. AID 504651, 2011. D(1A) dopamine receptor (Homo sapiens), P21728. potentiation, % at 10 µM; in the data active = potentiation above about 30%; note: 0% is about no effect
D2 potentiator: HTS Assay for Positive Allosteric Modulators of the Human D2 Dopamine Receptor: Primary Screen for Potentiators; hit rate 0.34% among 340,000; potentiation, % at 10 µM; AID 485347, 2010; HEK293 T-REx D2, calcium flux, EC20 dopamine potentiation;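 active = potentiation over 3 SD above the plate norm, cut at about 30% in these data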; note: 0% is about no effect
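Potentiation of an EC20 dopamine calcium response is measured in a force-coupled, tetracycline-inducible Hek293 Trex D2 line. Compound-only kinetic reads over 180 s flag agonists before dopamine addition.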
TRHR agonist: qHTS for Small Molecule Agonists and Allosteric Enhancers of Human TRH Receptor: Primary Screen for Agonists; TRHR cells, calcium flux fluo-8, FDSS agonist mode; Thyrotropin-releasing hormone receptor (Homo sapiens), P34981; hit rate 0.18% among 360,000; AID 493084, 2011; activation, % at 2 µM; in the data active = activation above about 30%; note: 0% is about no effect
Target sequence (P34981 whole entry, looked up): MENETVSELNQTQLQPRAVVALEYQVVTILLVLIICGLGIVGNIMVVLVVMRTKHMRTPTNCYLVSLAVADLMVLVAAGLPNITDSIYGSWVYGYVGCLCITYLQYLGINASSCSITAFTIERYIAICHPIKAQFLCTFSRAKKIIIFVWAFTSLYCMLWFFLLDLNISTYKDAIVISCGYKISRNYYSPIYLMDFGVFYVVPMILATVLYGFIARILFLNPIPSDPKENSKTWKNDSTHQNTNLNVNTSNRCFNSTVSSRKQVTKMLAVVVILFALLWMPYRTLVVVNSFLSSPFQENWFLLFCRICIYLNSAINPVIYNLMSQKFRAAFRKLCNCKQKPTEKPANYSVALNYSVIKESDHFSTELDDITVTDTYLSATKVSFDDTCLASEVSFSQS
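Agonist-mode FDSS calcium read (Ex 480/Em 530, 1 s cycles) in 1536-well TRHR cells with fluo-8 dye, after 10-cycle baseline and 23 nL compound addition; TRH at EC20 (10 nM final) added afterwards for the enhancer phase.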
Anesthetic bind: qHTS Assay for Identification of Novel General Anesthetics. hit rate 0.074% among 350,000. Ferritin light chain (Equus caballus), P02791. apoferritin/1-aminoanthracene competitive binding, fluorescence. AID 485281, 2010. Potency, µM (highest dose often 77.5 µM), without a hit: at the highest dose activity change, negative = displacement, most hits filed as inhibitors; note: potency is the fitted concentration of half-maximal effect; % is set by controls: 0 for no effect and ±100 for the full control effect; nearly all actives have a fitted effect of over 20% in size
Target sequence (P02791 2-175 limits assumed): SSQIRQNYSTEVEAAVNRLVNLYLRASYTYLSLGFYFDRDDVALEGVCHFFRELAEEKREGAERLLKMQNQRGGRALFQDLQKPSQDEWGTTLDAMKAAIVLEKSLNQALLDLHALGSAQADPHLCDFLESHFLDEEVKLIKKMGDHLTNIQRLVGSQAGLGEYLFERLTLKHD
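Concentration-response curves derived by four-parameter Hill fitting of normalized fluorescence, where compounds displaced 1-AMA from 10 uM horse apoferritin following a brief 10 min room-temperature incubation; propofol titration acted as positive control.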
TRHR enhancer: qHTS for Small Molecule Agonists and Allosteric Enhancers of Human TRH Receptor: Primary Screen for Enhancers; Thyrotropin-releasing hormone receptor (Homo sapiens), P34981; TRHR cells, fluo-8 calcium fluorescence, EC20 TRH enhancement; enhancement, % at 2 µM; hit rate 0.66% among 360,000; in the data active = enhancement above about 30%; note: 0% is about no effect
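TRHR-expressing cells loaded with fluo-8 calcium dye were read kinetically (ex 480/em 530) during compound addition, then stimulated with an EC20 of TRH (10 nM final). Enhancement of the Gq-mediated intracellular calcium response was scored.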
Numbers without * were called inactive; ? = inconclusive; / = no result given; [ ] = remark or other dose. Unless noted, calls come from the whole dose curve; as a rule, active = well fitted curve in the direction sought with a large enough effect; inconclusive = small, poorly fitted or top-dose-only effect, or another doubt; inactive = no such curve, though single readings can be large; an effect the other way counts as inactive or inconclusive. The list is partial, so the mix of outcomes need not match the whole.

SMILES	RXFP1 antagonist	D1 antagonist	D1 agonist	RXFP1 agonist	D1 potentiator	D2 potentiator	TRHR agonist	Anesthetic bind	TRHR enhancer
Cc1ccccc1S(=O)(=O)Cc1ccc(C(=O)NC(C)c2ccc3c(c2)OCCO3)o1 (centres undefined)	/	-2.0	3.5	5.1%	/	4.9	-0.2	-22.5%	4.0
CCC(C)(C)NC(=O)c1ccc2c(c1)OCCO2	-6.8	-8.4	-0.6	1.6%	3.5	-1.6	-0.6	?	1.4
Cc1nc2cc(C(=O)O)ccc2s1	7.7	5.2	0.3	0.2%	-3.0	18.0	0.2	-11.6%	-9.8
CCn1c(SCC(=O)N2CCN(c3ccc(Cl)cc3)CC2)nc2ccccc2c1=O	-4.6	-12.0	0.3	0.3%	-2.8	-7.2	-1.6	-9.6%	-1.0
Cc1cc(C)c(C#N)c(Nc2ccc(F)cc2)n1	3.2	-26.0	1.3	-0.2%	-6.2	-7.4	-0.3	1.2%	0.9
c1ccc(-c2csc3ncnc(N4CCN(Cc5ccc6c(c5)OCO6)CC4)c23)cc1	4.7	9.9	1.4	0.6%	-8.2	-14.4	-0.2	-13.8%	-7.5
O=C(CN(C(=O)c1csnn1)c1ccc2c(c1)OCCO2)NCc1ccccc1	12.8	-3.6	1.0	0.4%	-5.4	-2.4	0.1	5.8%	-0.3
CCOP(=O)(OCC)/C(C#N)=C(\O)c1ccc(OC)cc1	4.1	6.3	3.6	-0.3%	-5.5	1.1	-0.4	-6.6%	4.6
CN(C)c1ccc(/C=N/N2C(=O)c3ccccc3C2=O)cc1	-3.1	0.2	-1.1	3.4%	1.8	2.8	-1.0	3.1%	7.3
Cc1ccc(CN(Cc2cc3cccc(C)c3[nH]c2=O)C(=O)N(C)C)cc1	-8.3	-10.1	-1.8	2.3%	-0.5	-15.8	-0.4	-3.6%	-2.8
O=CNC(n1cnc2c(N3CCOCC3)ncnc21)C(Cl)(Cl)Cl (centres undefined)	-3.3	-7.9	1.0	0.0%	5.9	0.9	0.2	-10.6%	-3.5
COc1ccc(Br)cc1C1Sc2ccccc2NC2=C1C(=O)c1ccccc12 (centres undefined)	-22.9	2.0	-2.0	1.5%	-1.4	-2.7	0.3	-0.7%	-6.5
COc1ccc(/C=N/NC(=O)CN2CCSCC2)cc1C	-1.7	10.7	-0.1	0.6%	-1.2	-5.3	-0.5	-3.9%	-1.3
CCc1cc(=O)oc2cc(C)cc(OC(=O)c3ccco3)c12	11.9	0.1	-0.9	24.8%	-0.2	11.1	-0.6	-1.4%	-1.3
COC(=O)c1cnc(N2CCCN(S(=O)(=O)c3ccc(C(F)(F)F)cc3)CC2)nc1C(F)(F)F	/	7.9	8.3	-0.1%	-6.2	9.9	0.2	-17.7%	-1.0
CCOc1ccc(NC(=O)C2(c3cccs3)CCOCC2)cc1	/	/	-1.8	1.7%	15.9	0.0	0.0	-8.0%	-2.6
Cc1ccc(C(=O)Nc2ccccc2C(=O)O)cc1NC(=O)COc1c(C)cccc1C	-14.8	5.7	1.3	-0.2%	-4.2	12.5	-0.7	-14.2%	2.9
COc1cccc(C(=O)Nc2ccc(NC(=O)C3CC3)cn2)c1	-1.3	-7.0	1.4	0.2%	0.1	-2.4	0.0	-9.5%	-2.3
O=C(c1cnn(C(=O)COc2ccccc2F)c1)c1cc(F)ccc1O	0.1	8.2	6.2	2.9%	-6.1	-3.6	-0.4	-20.1%	-1.3
COc1ccc2c(c1)C(=C(C#N)C#N)C(=O)N2CCc1ccccc1	-13.0	14.3	1.0	-1.0%	1.8	-0.9	3.5	-6.8%	-13.0
NC(=O)C1CCN(c2ccc(S(=O)(=O)N3CCC(Cc4ccccc4)CC3)cn2)CC1	-11.6	-19.1	14.8	14.8%	-0.9	-2.0	-0.3	-5.5%	3.6
Cn1c(=O)[nH]c(=O)c2c1nc(SCCO)n2CCCc1ccccc1	-3.8	5.0	2.6	-0.5%	1.1	-2.0	0.1	-7.4%	2.0
O=C(NCc1ccc2c(c1)OCO2)c1ccc2c(c1)N(Cc1c(F)cccc1Cl)C(=O)c1ccccc1S2	-2.1	-2.1	3.5	0.1%	0.1	-2.9	1.3	-11.1%	-7.5
NC(=S)Nc1cccc2cccnc12	11.5	32.2	4.2	0.3%	-3.0	2.1	0.4	-10.1%	-0.1

One compound at a time, as listed above. Order of values: RXFP1 antagonist | D1 antagonist | D1 agonist | RXFP1 agonist | D1 potentiator | D2 potentiator | TRHR agonist | Anesthetic bind | TRHR enhancer
COC(=O)c1cnc(N2CCCN(S(=O)(=O)c3ccc(C(F)(F)F)cc3)CC2)nc1C(F)(F)F across the screens: / | 7.9 | 8.3 | -0.1% | -6.2 | 9.9 | 0.2 | -17.7% | -1.0
O=C(c1cnn(C(=O)COc2ccccc2F)c1)c1cc(F)ccc1O across the screens: 0.1 | 8.2 | 6.2 | 2.9% | -6.1 | -3.6 | -0.4 | -20.1% | -1.3
Cn1c(=O)[nH]c(=O)c2c1nc(SCCO)n2CCCc1ccccc1 across the screens: -3.8 | 5.0 | 2.6 | -0.5% | 1.1 | -2.0 | 0.1 | -7.4% | 2.0
CCOc1ccc(NC(=O)C2(c3cccs3)CCOCC2)cc1 across the screens: / | / | -1.8 | 1.7% | 15.9 | 0.0 | 0.0 | -8.0% | -2.6
COc1ccc(/C=N/NC(=O)CN2CCSCC2)cc1C across the screens: -1.7 | 10.7 | -0.1 | 0.6% | -1.2 | -5.3 | -0.5 | -3.9% | -1.3

Other entries
SMILES	RXFP1 antagonist	D1 antagonist	D1 agonist	RXFP1 agonist	D1 potentiator	D2 potentiator	TRHR agonist	Anesthetic bind	TRHR enhancer
CCc1ccc(NS(=O)(=O)c2ccc3[nH]cc(C(=O)NCCCOC(C)C)c(=O)c3c2)cc1	-9.1	-10.5	6.0	0.0%	0.6	-6.0	1.2	-11.1%	-4.4
CCC(=O)N1CCc2cc(S(=O)(=O)NC(C(=O)N3CCN(c4ccc(F)cc4)CC3)C(C)C)ccc21 (centres undefined)	0.7	20.2	0.5	0.0%	-3.0	-1.3	-0.5	-15.7%	1.1
COc1ccc(-c2cc(=O)oc3c(C)c(O)c(CN(C)C)cc23)cc1	4.3	-7.9	0.0	8.6%	-6.3	-8.2	1.0	731.6%[activator]	10.4
CC(C)C[C@H](NC(=O)C1CCN(S(=O)(=O)c2ccccc2)CC1)C(=O)NCc1ccccn1	11.1	-11.0	1.4	2.6%	-1.1	7.0	-0.2	4.4%	2.9
COc1cccc(CN2CCN(c3ncccn3)CC2)c1OC	4.3	9.2	0.3	-0.7%	-3.0	-17.9	-0.4	-6.0%	3.1
N#C/C(=C\c1ccc(Cl)cc1Cl)c1n[nH]c(Cn2cncn2)n1	-4.1	/	-1.9	2.0%	0.1	-19.2	0.1	-12.7%	-3.0
Cc1cc2c(OCC(O)CNC(C)(C)C)cccc2[nH]1 (centres undefined)	-10.9	/	-1.9	-3.6%	-3.8	2.3	0.2	-14.3%	-4.7
CC(C)(C)c1csc(SCC(=O)Nc2ccc(Cl)cn2)n1	-10.7	3.0	5.8	0.0%	-9.3	-2.0	0.4	-20.0%	-0.9
Cn1c(/C(C#N)=C/C2CC=CCC2)nc2ccccc21 (centres undefined)	-6.7	5.7	3.2	0.7%	-12.3	-1.5	-0.8	-5.4%	-1.3
O=C(COc1ccc(Cl)cc1Br)NCC(c1ccco1)N1CCCC1 (centres undefined)	-8.6	11.1	2.2	-0.2%	-0.6	-9.6	-0.1	/	5.3
O=C(O)c1ccc(S(=O)(=O)/N=C2\C=C(Nc3ccccc3F)C(=O)c3ccccc32)cc1	0.5	-2.3	-0.4	3.0%	-0.7	22.6	-0.6	-14.1%	3.0
COc1cc(/C=C(\C#N)c2ccccn2)ccc1OCc1ccccc1Cl	/	12.9	9.7	0.9%	1.2	0.1	1.6	-5.9%	1.7
C=CCSc1ncccc1C(=O)NCc1ccc(C)cc1	-1.7	-4.1	0.1	-0.2%	-2.8	-2.7	-0.4	-9.0%	1.8
CCc1ccc(N2CC(C(=O)OC)CC2=O)cc1 (centres undefined)	-3.1	9.9	1.1	-1.5%	-3.8	-3.6	-0.5	-3.5%	-1.1
COc1ccc(CC(=O)OCC(=O)NC(=O)NC(C)C)cc1	-1.9	3.2	0.3	0.7%	3.0	7.7	0.1	-21.3%	20.7
Cc1ccc(-n2c(SCC(=O)NCc3ccco3)nnc2-c2cccnc2)cc1	-11.0	3.8	-0.4	-0.9%	-0.1	/	0.1	8.5%	15.1
CCOC(=O)C(NC(C)=O)(OCc1ccc(F)cc1)C(F)(F)F (centres undefined)	-6.2	21.8	0.0	0.2%	4.9	13.6	0.5	-15.4%	-2.4
N#Cc1ccccc1NC(=O)COc1c(Br)cc(Br)c2cccnc12	-5.1	-12.8	3.8	15.5%	-0.3	-2.2	0.2	-16.3%	5.6
O=C(CSCc1ccco1)NC1CCCC1	3.5	13.7	2.4	-0.7%	4.3	-4.6	-0.1	-9.6%	-1.3
CCC(C)NC(=O)Cn1cc2c(n1)CCC(C)C2 (centres undefined)	-6.0	4.6	0.0	0.3%	-1.0	-0.1	0.0	-10.1%	4.2
Cc1ccc(CN2C(=O)c3ccccc3CC2(C)C(=O)NC2CCCCC2)cc1 (centres undefined)	3.8	7.1	0.9	-1.5%	-4.2	11.4	0.0	47.2%[activator]	-2.4
CSCCC(NC(=O)c1ccc(Cl)cc1)C(=O)OCC(=O)Nc1cc(Cl)ccc1C (centres undefined)	-6.1	-6.0	4.5	0.0%	-4.7	-20.9	0.2	3.7%	9.0
O=C(Nc1ccccc1-c1ccccc1)C1CCCCC1	/	10.6	4.5	0.7%	2.2	-4.7	1.9	4.4%	-3.0
CCOC(=O)c1c(Nc2ccc(F)cc2)nnc(-c2ccccc2)c1-c1ccccc1	/	4.0	3.3	2.8%	-0.2	17.2	-0.2	-1.4%	-3.7
COc1ccc(/C=C(\NC(=O)c2ccccc2)C(=O)NC2CCCCC2)cc1	5.0	-6.9	0.6	1.2%	-1.7	-0.1	-0.1	-6.8%	-0.9
CC(C)CCNC(=O)CN(Cc1ccco1)C(=O)CCC(=O)Nc1nccs1	-9.5	-0.9	-2.9	3.0%	2.1	27.8	0.0	-4.2%	-3.1
